CaV13 FRET inh = Primary screen for inhibitors of IQ motif and Ca2+-dependent inactivation inhibitor domain binding in CACNA1D, Förster resonance energy transfer in living cells, …. HEK cells, CFP/YFP FRET ICDI-IQ, plate reader, 10 min; percent FRET-ratio fall versus neutral wells. inhibition, % at 12.3 µM. 340,000 tested, 0.098% active. AID 743397;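 active means mean replicate inhibition of at least 30% and at least 1% of replicates passing that level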;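 further: 0% = median of the neutral control wells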
Peg3 promoter = Peg3 promoter-driven luciferase inhibitors, primary screen, cell-based, HeLa, luciferase luminescence | HeLa PEG-Prom luciferase reporter, overnight | inhibition, % at 20 µM | 360,000 tested, 1.7% active;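 active means inhibition of at least 50% at 20 µM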
aDG glyco up = activators of alpha-DG glycosylation, primary screen, uHTS, Pro5-aDG cells, AlphaScreen; alpha-DG glycosylation AlphaScreen (IIH6); 0% Pro5, 100% B10-LARGE cell signal; activation, % at 10 µM; 360,000 tested, 0.22% active;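 active means activation of at least 8% versus controls, or a plate z-score of at least 8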;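 further: Pro5 are CHO cells carrying HIG-tagged alpha-DG that lacks glycosylation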
MITF TRPM1 inh = inhibitors of MITF-dependent TRPM1 promoter reporter, primary screen, cell-based, SK-MEL-5, single point, luciferase; SK-MEL-5 TRPM1 promoter luciferase, 24 h; inhibition, % at 12.5 µM; 330,000 tested, 0.83% active; AID 488899, 2010;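 active means mean inhibition across replicates of 60% or more, whatever share of single replicates reaches that level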; further: values of inactives mirror those of a sister screen read the other way
NR2E3 ag-1 = inhibitors of NR2E3-RetCOR corepressor binding, primary screen, NR2E3 agonist project, biochemical, TR-FRET, GST-NR2E3, biotin-RetCOR; 1536-well; AID 2300, 2010; 320,000 tested, 0.12% active; Photoreceptor-specific nuclear receptor (Homo sapiens), Q9Y5X4; inhibition of corepressor binding, % at 4.78 µM;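 active means percent inhibition above the cutoff of mean plus 3 SD of all tested compounds, set per screening campaign, cut at about 20% in these data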;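 further: 0% = DMSO wells and 100% = biotin wells as full block of FRET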
Target sequence (Q9Y5X4 whole entry, looked up): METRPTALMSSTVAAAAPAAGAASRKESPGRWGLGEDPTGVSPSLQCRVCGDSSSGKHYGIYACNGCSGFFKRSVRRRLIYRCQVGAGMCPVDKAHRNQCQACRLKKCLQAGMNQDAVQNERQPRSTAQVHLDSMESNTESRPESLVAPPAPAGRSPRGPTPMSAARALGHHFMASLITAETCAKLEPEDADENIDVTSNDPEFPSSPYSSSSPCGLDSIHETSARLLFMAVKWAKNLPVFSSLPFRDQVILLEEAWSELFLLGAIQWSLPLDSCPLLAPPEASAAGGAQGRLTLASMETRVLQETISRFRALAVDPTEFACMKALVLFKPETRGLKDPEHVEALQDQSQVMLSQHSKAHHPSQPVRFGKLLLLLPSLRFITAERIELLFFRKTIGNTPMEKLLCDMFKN
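System: GST-tagged NR2E3 plus biotinylated RetCOR corepressor; Buffer or medium: pH 7.5 Tris-based buffer; Probe or stimulus: RetCOR corepressor, biotinylated, 7 nM; Doses: compound at 4.8 µM, single dose; Schedule: 5 h incubation at 4 °C; Technique: time-resolved FRET; Evaluation: percent inhibition of TR-FRET ratio; Replication: one well per compound, singlicate testing.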
iPSC survival up = enhancers of single-cell hiPSC survival, primary screen, ATPlite luminescence | 100% = ROCK inhibitor wells, 0% = DMSO | survival enhancement, % at 20 µM | 360,000 tested, 0.044% active; in the data active means survival enhancement above about 18%;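 further: cells exposed to compounds for 16 hours before the ATP read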
PDI inh = inhibitors of human PDI, primary screen, biochemical, turbidity, single point, plate reader | inhibition, % at 10 µM | AID 588391, 2011 | PDI insulin aggregation turbidity, A650, 90 min | 350,000 tested, 0.052% active | Protein disulfide-isomerase (Homo sapiens), P07237;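 active means mean inhibition across replicates of 30% or more, whatever share of single replicates reach that level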;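 further: absorbance from insulin aggregation driven by PDI reduction with DTT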
Target sequence (P07237 whole entry, looked up): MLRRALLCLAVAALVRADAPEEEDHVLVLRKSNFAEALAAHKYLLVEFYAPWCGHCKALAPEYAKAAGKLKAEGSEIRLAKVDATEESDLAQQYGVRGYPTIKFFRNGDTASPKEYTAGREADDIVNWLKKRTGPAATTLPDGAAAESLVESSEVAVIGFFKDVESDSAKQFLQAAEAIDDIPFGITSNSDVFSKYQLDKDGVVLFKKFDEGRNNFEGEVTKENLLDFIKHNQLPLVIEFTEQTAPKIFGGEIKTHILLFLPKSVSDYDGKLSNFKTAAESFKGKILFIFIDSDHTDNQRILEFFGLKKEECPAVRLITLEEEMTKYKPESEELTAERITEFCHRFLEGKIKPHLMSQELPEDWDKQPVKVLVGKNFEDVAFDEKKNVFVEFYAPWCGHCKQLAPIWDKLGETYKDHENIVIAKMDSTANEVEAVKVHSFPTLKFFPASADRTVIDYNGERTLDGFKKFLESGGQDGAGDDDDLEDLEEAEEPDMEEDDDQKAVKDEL
HIF-2a inh = HIF-2a reporter inhibitors, primary screen, luminescence, 786-0 RCC cells. 786-0 RCC cells HIF-2a reporter, luciferase luminescence, overnight. inhibition, % at 18.8 µM. 360,000 tested, 0.72% active;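 active means inhibition of the luminescence signal of 40% or more relative to plate controls, in a single-dose primary screen at 18.75 µM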
NR2E3 ag-2 = NR2E3 agonists in two-hybrid cells, primary screen, cell-based, luminescence, CHO-S, Gal4-NCOR/VP16-NR2E3; Photoreceptor-specific nuclear receptor (Homo sapiens), Q9Y5X4; luciferase; inhibition of corepressor binding, % at 3.98 µM; 360,000 tested, 0.35% active; AID 602229, 2012;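 active means inhibition above the mean of all tested compounds plus 3 SD, cut at about 70% in these data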;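 further: 0% = DMSO with NR2E3 transfected cells and 100% = cells lacking NR2E3 construct; higher means lower luciferase signal from less NR2E3 corepressor binding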
Vif inh = HIV Vif self-association inhibitors, primary screen, imaging, HEK293T, single point; HEK293T cells, Vif self-association by quenched fluorescence, 24 h; inhibition, % at 7.49 µM; 340,000 tested, 0.35% active; AID 602346, 2012; in the data active means inhibition above about 50%, passing the limit was not always enough; further: some results filed as inactive read as strong as hits
Exocytosis inh = LAMP-1 surface exposure blockers, TALL-104 cells – cell-based, flow cytometry, MLPCN library, primary screen; inhibition, % at 10 µM; 360,000 tested, 0.66% active; TALL-104 LAMP-1 surface exposure; cells stimulated with thapsigargin and PMA; AID 651702, 2012;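 active means inhibition above about 55%, limit read from the data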
* hit, by the source's call; / = no result given.

Order of values – PDI inh	Vif inh	NR2E3 ag-2	NR2E3 ag-1	Peg3 promoter	aDG glyco up	CaV13 FRET inh	iPSC survival up	Exocytosis inh	MITF TRPM1 inh	HIF-2a inh
- COc1ccccc1C(=O)NC(=O)COC(=O)c1ccc(Br)o1
→ 12	9	-15	/	-9	-0.2	-6	-0.4	2	-3	1
- COc1ccc(CN2CCNC(=O)C2CC(=O)N(C)C2CCCCC2)cc1OC (configuration not stated)
→ 0	5	-36	/	-13	-0.2	-11	3.3	19	/	3
- O=C1CCCC(=O)N1c1ccc(Oc2ccc(Cl)cc2)cc1
→ 1	-5	-14	-1	-33	0.3	-3	4.0	-12	-5	-46
- CCOC(=O)C1CCN(C(=O)c2cc3c(-c4ccc(OC)c(OC)c4)nn(C)c3s2)CC1
→ /	9	-23	2	14	0.0	/	-1.3	-1	/	4
- CN(C)CCCN(C(=O)c1ccc2c(c1)CCCC2)c1nc2c(F)cccc2s1
→ -4	-8	-64	0	-69	0.6	-2	-1.7	0	10	-93
- Cc1[nH]n2c(=O)cc(C(C)C)nc2c1-c1ccccc1
→ -3	13	7	0	12	0.4	-6	5.3	0	9	22
- COc1ccc(CNCCC(c2ccc(OC(C)C)cc2)c2ccccc2OC)cc1 (configuration not stated)
→ 1	-1	10	1	113*	-0.2	-17	-0.6	25	44	28
- Cc1oc2c(C)c3oc(=O)c(CCC(=O)NCCCCCC(=O)O)c(C)c3cc2c1C
→ 7	-3	-32	1	2	0.0	-4	1.3	3	-9	-3
- COc1ccc(-c2cc3ccccc3[nH]2)cc1
→ -2	2	-111	1	-295	0.0	-5	-0.7	-1	-79	-311
- COc1cc2c(cc1[N+](=O)[O-])-c1ccc([N+](=O)[O-])cc1C2=NNC(N)=S
→ -6	-3	-8	/	-21	-0.8	/	2.3	9	/	-14
- Cc1ccccc1CCNC(=O)CCn1ccc2cc(S(=O)(=O)N3CCCC3)ccc21
→ 4	-2	-10	5	19	-0.5	-6	-0.2	-7	6	8
- NC1=NC(=O)/C(=C/c2ccccc2OS(=O)(=O)c2ccc3ccccc3c2)S1
→ 7	8	-21	-1	9	-0.2	-7	-0.8	0	-14	10
- Cc1ccc(OCCNC(=O)c2ccc(C)o2)cc1
→ -1	5	32	-1	-15	0.0	-18	0.2	-4	-11	-25
- O=C(NC1CCN(S(=O)(=O)c2ccccc2C(F)(F)F)CC1)c1ccco1
→ 9	16	2	-1	9	-0.1	-7	-0.1	-1	7	10
- CC(C)C[C@@H](CO)N1CCN(Cc2cccnc2)CCC1=O
→ -2	-2	20	1	7	1.5	-4	0.3	6	-10	16
- O=c1c(Cc2ccc(Cl)cc2Cl)c(O)ccn1CC(F)(F)F
→ -1	-11	-28	1	3	-0.1	-7	0.1	-9	-1	22
- COc1ccc(N/C(N)=N/c2nc(C)cc(=O)[nH]2)cc1
→ 4	8	9	4	15	-0.1	-6	0.6	-9	8	9
- OC(CCCN1CCCCC1)(c1ccccc1)c1ccccc1
→ -3	0	-27	1	-12	-0.2	-5	1.2	-3	-1	-8
- O=C(N/N=C/c1ccc([N+](=O)[O-])o1)C(O)c1ccccc1 (configuration not stated)
→ 5	6	-20	-1	-8	2.3	-13	-0.7	-3	49	-7
- O=C(O/N=C1\CCCc2ccccc21)c1cccs1
→ 0	-6	10	2	-15	0.0	-2	3.5	1	-8	-17
- CC(=O)C[C@H]1c2cc(C(F)(F)F)ccc2S(=O)(=O)N1C1CCCC1
→ -1	-1	-5	3	14	0.3	-11	-2.1	-4	9	2
- Cn1c2c(c(=O)n(C)c1=O)C(c1ccc(Cl)cc1)C(C#N)=C(N)O2 (configuration not stated)
→ -13	0	-3	1	-18	-0.1	-2	-0.1	-2	-2	14
- CCCCCCCCC(=O)N/N=C(\C)c1cccnc1
→ -5	0	-16	0	2	-0.1	-4	-2.7	-2	6	16
- Cc1cc(C)nc(SCC(=O)Nc2ccc(S(=O)(=O)NCCO)cc2)n1
→ 9	-4	33	0	6	-0.1	-4	0.9	1	0	10
- COC(CNS(=O)(=O)c1ccc(S(=O)(=O)NC2CC2)cc1)OC
→ -3	3	-49	/	14	0.0	-3	1.9	-5	-13	13
- COc1ccc(OCc2nnc(SCC(=O)N3CCCc4ccccc43)n2-c2ccc(C)cc2)cc1
→ 15	-17	-4	2	39	0.7	-5	-1.3	0	-6	6
- CC1CCc2cc(F)ccc2N1C(=O)c1cc2nc(-c3ccco3)cc(C(F)(F)F)n2n1 (configuration not stated)
→ -2	-14	-16	-1	-5	-0.2	/	1.8	3	1	6
- CCOc1ccc(NC(=O)Cn2c(=O)n(CCCC(=O)NC3CCN(Cc4ccccc4)CC3)c(=O)c3ccccc32)cc1
→ 6	12	-5	3	5	1.0	-2	-0.5	61*	-9	4
- CCOc1ccc(N2CC(C(=O)NC(C)C)CC2=O)cc1 (configuration not stated)
→ 3	14	8	8	1	0.1	-4	0.3	-1	3	5
- COc1cc(NC(=O)c2ccccc2)c(OC)cc1NC(=O)Cc1cccs1
→ 5	8	-16	1	11	0.0	-5	-0.5	0	7	0
- CCOc1cc(NC(=O)c2ccco2)c(OCC)cc1NC(=O)COc1ccccc1C
→ 0	22	-53	4	46	0.0	-5	-3.5	-1	8	6
- COc1cccc(S(=O)(=O)NCC(=O)Nc2ccc(C(C)(C)C)cc2)c1
→ 0	-11	-10	1	17	0.1	-5	-1.8	0	10	15
- CC(C(=O)Nc1ccc2c(c1)OCO2)N(C)CC(=O)Nc1ccccc1Cl (configuration not stated)
→ -2	-3	3	/	10	0.1	-17	0.0	5	/	8
- O=C(CSc1ncn[nH]1)Nc1ccc(OCc2ccccc2)cc1
→ 0	-4	-27	0	-119	0.3	-3	-0.3	6	-24	-146
- O=C(c1ccc(Br)o1)N1CCN(c2ncccn2)CC1
→ 3	7	1	-2	10	0.1	-3	0.5	1	-6	-3
- COC(=O)c1c(NC(C)=O)sc(C(=O)Nc2ccccc2F)c1C
→ -1	5	-8	0	-175	0.0	-19	-0.3	-1	-56	-278
- O=C(COC(=O)c1cccs1)NCc1cccs1
→ 6	3	0	2	-41	-0.1	-2	-0.1	-20	-3	-2
- COc1ccc(C)cc1NC(=O)Nc1ccc(C(=O)N2CCCC2)cc1
→ 6	-13	-18	0	-98	0.1	/	-0.3	-3	-27	-160
- COc1ccc(Cc2nnc(NC(=O)c3ccc(C)cc3)s2)cc1OC
→ -4	15	18	-3	15	0.0	-6	0.7	-5	2	6
- COc1ccccc1NS(=O)(=O)c1cc(NC(=O)CNC(=O)c2cc(C)cc(C)c2)ccc1C
→ -5	-26	-22	2	6	0.2	-7	0.8	3	16	23
- COCCCNc1nc2c(c(=O)n(Cc3ccc(Cl)cc3)c(=O)n2C)n1C
→ -4	-1	-9	3	17	-0.1	-8	-0.2	-1	14	26
- O=C(CCS(=O)(=O)Cc1ccccc1)Nc1nc2c(s1)CCCC2
→ 2	-2	-64	1	-4	0.1	/	4.3	-3	5	-19
- COCCCNC(=O)CCc1nnc(Cc2ccc(-c3ccccc3)cc2)o1
→ 1	0	-24	-1	-21	0.6	-20	-1.1	-4	-14	-42
- O=C(CCN1C(=O)/C(=C/c2ccc(Cl)cc2)SC1=S)Nc1cccc(C(=O)O)c1
→ -2	0	-21	-1	-5	0.0	-18	-0.4	2	4	-3
- COc1ccc(CCC(=O)NCc2ccc3c(c2)OCO3)cc1
→ -1	-3	4	0	-18	0.0	-4	0.1	-27	-10	13
- O=C(Nc1ccccc1)c1ccccc1OCc1ccc(S(=O)(=O)N2CCOCC2)cc1
→ -4	5	9	3	1	-0.1	3	-0.7	-1	-9	10
- CCC1c2ccccc2C(=O)C1C(N)=O (configuration not stated)
→ 5	3	3	/	7	0.3	-10	-1.0	-7	3	3
- CC(C)CNC(=O)COC(=O)CCC(=O)c1cccs1
→ 7	6	-9	-3	11	-0.3	-19	-4.2	0	-9	17
- Cc1ccc(S(=O)(=O)N(C)C[C@H]2Oc3ncc(Br)cc3C(=O)N([C@H](C)CO)C[C@@H]2C)cc1
→ -3	-2	-45	/	2	0.1	-2	0.7	7	/	6
- COc1cc(O)sc1C=Nc1ccc(Cl)cc1Cl
→ 3	1	-35	6	-18	-0.4	-3	0.5	4	30	-63
- C=CCNC(=S)Nc1cccc([N+](=O)[O-])c1
→ 9	0	-15	-2	3	-0.1	-17	-0.5	20	-6	-18
- CCn1nnc(NC(=O)CSc2ccc(Cl)cc2)n1
→ -4	1	-21	4	-60	0.1	-7	0.1	3	-6	-3
- Cc1ccc(C=Cc2ccccn2)cc1
→ 1	-20	-132	/	-300	0.2	-16	-3.6	-1	/	-286
- COc1cccc(CNC(=O)COC(=O)c2cccc(S(=O)(=O)N3CCN(C(C)=O)CC3)c2)c1
→ 2	9	-38	3	25	-0.2	-6	-0.4	-6	-8	14
- Cc1ccc(C(=O)Oc2cccc(-n3cnnn3)c2)cc1
→ -4	4	-98	1	-38	0.1	3	-2.0	15	-107	-3
- Nn1c(SCC(=O)NC2CCS(=O)(=O)C2)nnc1-c1cccs1 (configuration not stated)
→ -1	0	2	0	11	0.0	-2	0.7	-6	2	12
- CCN(CC)S(=O)(=O)c1ccc(C(=O)OCC(=O)NC2CCCC2)cc1
→ 1	-2	-16	-1	12	0.1	-3	-0.7	-8	8	26
- O=C(O)c1ccc(S(=O)(=O)N(Cc2ccccc2)C2CCCCC2)cc1
→ 6	4	4	3	5	0.1	-4	-0.1	-5	0	19
- Cc1[nH]n(C)c(=O)c1C(=O)c1c(-c2c(Cl)cccc2Cl)noc1C
→ 1	-6	-32	0	21	-0.2	-4	-0.4	-16	14	31
- CCn1cc(/C=C(\NC(=O)c2ccccc2OC)C(=O)N2CCN(C)CC2)c2ccccc21
→ -4	6	-31	-3	-16	-0.1	-13	-0.5	1	-9	2
- CC(CNC(=O)CCc1nnc(CCC2CCCCC2)o1)c1ccccc1 (configuration not stated)
→ 7	5	-14	1	-95	1.6	8	0.3	8	-30	-132

Entries of single compounds as entered above. Order of values: PDI inh | Vif inh | NR2E3 ag-2 | NR2E3 ag-1 | Peg3 promoter | aDG glyco up | CaV13 FRET inh | iPSC survival up | Exocytosis inh | MITF TRPM1 inh | HIF-2a inh
O=C(CCN1C(=O)/C(=C/c2ccc(Cl)cc2)SC1=S)Nc1cccc(C(=O)O)c1 across the screens: -2 | 0 | -21 | -1 | -5 | 0.0 | -18 | -0.4 | 2 | 4 | -3
O=C(CCS(=O)(=O)Cc1ccccc1)Nc1nc2c(s1)CCCC2 across the screens: 2 | -2 | -64 | 1 | -4 | 0.1 | / | 4.3 | -3 | 5 | -19

An unsorted share of the library. Share with any hit: about 3.5%.
